Compound activity from PubChem.
POLI inh – qHTS for Inhibitors of Polymerase Iota. 390,000 compounds, 1% hits. Pol iota fluorescent replication assay, 10 min. AID 588590, 2011. DNA polymerase iota (Homo sapiens), Q9UNA4. Potency, µM (highest dose often 115 µM), for inactives: at the top dose activity, negative = inhibition, actives largely listed as inhibitors
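Fluorescent replication assay read twice, at 0 min and 10 min after adding 50 nM (final) substrate. Enzyme (10 nM) and compounds were first incubated 15 min at room temperature; enzyme-free buffer wells were negative controls.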
Pol eta inh – qHTS for Inhibitors of Polymerase Eta; DNA polymerase eta (Homo sapiens), Q9Y253; recombinant Pol eta, fluorescent DNA replication assay; Potency, µM (doses to about 114 µM), for the others: top-dose activity change, negative = inhibition, actives largely listed as inhibitors; 390,000 compounds, 1.2% hits; AID 588591, 2011; also: % is scaled to controls: 0 for no effect and ±100 for the full control effect
Target sequence (Q9Y253 whole entry, looked up): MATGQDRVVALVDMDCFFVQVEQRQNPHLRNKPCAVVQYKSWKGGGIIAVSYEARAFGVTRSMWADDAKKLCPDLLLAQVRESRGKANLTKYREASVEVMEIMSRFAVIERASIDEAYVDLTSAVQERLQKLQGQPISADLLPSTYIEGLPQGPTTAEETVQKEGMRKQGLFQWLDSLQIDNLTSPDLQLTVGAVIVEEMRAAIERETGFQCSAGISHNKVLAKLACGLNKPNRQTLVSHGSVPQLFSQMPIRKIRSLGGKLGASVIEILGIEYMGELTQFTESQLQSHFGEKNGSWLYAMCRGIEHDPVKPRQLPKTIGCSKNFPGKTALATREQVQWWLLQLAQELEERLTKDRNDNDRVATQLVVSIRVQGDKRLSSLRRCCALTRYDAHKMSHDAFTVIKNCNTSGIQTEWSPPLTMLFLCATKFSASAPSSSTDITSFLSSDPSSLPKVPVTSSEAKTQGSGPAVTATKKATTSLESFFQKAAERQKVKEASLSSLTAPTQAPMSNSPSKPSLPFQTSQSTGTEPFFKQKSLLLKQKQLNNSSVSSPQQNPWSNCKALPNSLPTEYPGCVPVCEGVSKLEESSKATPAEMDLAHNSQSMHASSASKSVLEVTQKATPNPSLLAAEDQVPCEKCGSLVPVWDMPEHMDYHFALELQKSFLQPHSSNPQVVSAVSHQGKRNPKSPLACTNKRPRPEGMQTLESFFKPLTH
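Pol eta at 10 nM preincubated with compounds 15 min at room temperature; reaction started with fluorescent substrate (50 nM final) and read kinetically at 0 and 10 min.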
POLB inh – qHTS Assay for Inhibitors of DNA Polymerase Beta. Pol beta primer extension/strand displacement, fluorescence kinetic. Potency, µM (top dose mostly 114 µM), inactives show at the top dose activity change, negative = inhibition, usual class: inhibitors. 340,000 compounds, 1.3% hits. AID 485314, 2010; also: % is scaled to controls: 0 for no effect and ±100 for the full control effect
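Curves were derived by four-parameter Hill fits of normalized qHTS data. The kinetic fluorescent primer-extension read was taken at 0 and 10 min after 50 nM substrate, following a 15 min room-temperature preincubation of 10 nM enzyme with compounds.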
APEX1 inh – qHTS Assay for Inhibitors of the Human Apurinic/apyrimidinic Endonuclease 1 (APE1). DNA repair nuclease/redox regulator APEX1 (Homo sapiens), P27695. recombinant APE1, TAMRA/BHQ-2 abasic DNA cleavage fluorescence. Potency, µM (titrated, usually from 65.8 µM), for inactives: top-dose activity change, negative = inhibition, most hits filed as inhibitors. 350,000 compounds, 0.35% hits. AID 2517, 2012;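 also: plate controls were vehicle for no effect and reference inhibitor for full effect; nearly all actives have a fitted effect of over 55% in size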
Target sequence (P27695 whole entry, looked up): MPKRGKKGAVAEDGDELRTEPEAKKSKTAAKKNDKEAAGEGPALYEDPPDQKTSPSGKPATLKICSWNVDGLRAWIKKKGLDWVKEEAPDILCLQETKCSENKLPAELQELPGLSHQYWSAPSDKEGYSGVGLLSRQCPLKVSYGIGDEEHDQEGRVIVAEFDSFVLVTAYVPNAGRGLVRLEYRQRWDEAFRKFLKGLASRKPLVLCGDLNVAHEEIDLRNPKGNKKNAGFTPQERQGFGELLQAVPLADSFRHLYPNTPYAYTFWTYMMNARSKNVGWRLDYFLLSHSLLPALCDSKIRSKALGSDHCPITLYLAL
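Kinetic fluorescence read (525 ex/598 em nm, three reads 60 s apart) of AP-site incision; signal = third minus first read. Enzyme 0.75 nM, dual-labelled THF duplex 50 nM, compound preincubation 15 min RT.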
JMJD2A Tudor inh – qHTS Assay for Inhibitors of JMJD2A-Tudor Domain. Lysine-specific demethylase 4A (Homo sapiens), O75164. AlphaScreen JMJD2A-Tudor / H3K4me3 peptide binding. Potency, µM (series often up to 114 µM), without a hit: at the top dose activity change, negative = inhibition, usual class: inhibitors. 390,000 compounds, 4.4% hits. AID 504339, 2011; also: % is scaled to controls: 0 for no effect and ±100 for the full control effect; nearly all actives have a fitted effect of over 50% in size
Pol kappa inh – qHTS for Inhibitors of Polymerase Kappa; AID 588579, 2011; DNA polymerase kappa (Homo sapiens), Q9UBT6; purified Pol kappa, fluorescent DNA synthesis assay, 10 min; 400,000 compounds, 0.53% hits; Potency, µM (doses to about 107 µM), for the others: top-dose activity, negative = inhibition, most hits filed as inhibitors; also: % is scaled to controls: 0 for no effect and ±100 for the full control effect
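Readout: fluorescence, taken kinetically at 0 and 10 min. Conditions: 10 nM Pol kappa, 15 min RT compound preincubation, 50 nM substrate final. Controls: enzyme-free buffer wells.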
G9a block – qHTS Assay for Inhibitors of Histone Lysine Methyltransferase G9a; Potency, µM (titrated, usually from 102 µM), for the others: at the highest dose activity, negative = inhibition, usual class: inhibitors; G9a H3K9 monomethylation, AlphaScreen, 2 h; Histone-lysine N-methyltransferase EHMT2 (Homo sapiens), Q96KQ7; 350,000 compounds, 8.8% hits; AID 504332, 2011; also: % is scaled to controls: 0 for no effect and ±100 for the full control effect; nearly all actives have a fitted effect of over 75% in size
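Signal arises when biotinylated H3K9 peptide, once monomethylated, bridges streptavidin donor and antibody-captured acceptor beads. Enzyme at 20 nM was preincubated 15 min with test compounds; peptide 500 nM and SAM 20 uM then reacted for 2 h.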
BLM helicase inh – qHTS Assay for Inhibitors of Bloom's syndrome helicase (BLM); 350,000 compounds, 0.2% hits; recombinant BLM DNA unwinding, fluorescence dequenching; AID 2528, 2010; Potency, µM (highest dose often 56.1 µM), for inactives: top-dose activity change, negative = inhibition, hits mostly inhibitors;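 also: plate controls were vehicle for no effect and no enzyme for full effect; nearly all actives have a fitted effect of over 35% in size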
BAZ2B inh – qHTS Assay for Inhibitors of BAZ2B; Bromodomain adjacent to zinc finger domain protein 2B (Homo sapiens), Q9UIF8; AlphaScreen BAZ2B-H3K14Ac peptide displacement; Potency, µM (top dose mostly 114 µM), for inactives: at the top dose activity change, negative = inhibition, hits mostly inhibitors; 360,000 compounds, 4.4% hits; also: % is scaled to controls: 0 for no effect and ±100 for the full control effect; nearly all actives have a fitted effect of over 60% in size
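Multi-concentration screen (max 110 uM) measuring displacement of acetylated histone H3 peptide from BAZ2B by AlphaScreen, using 50 nM protein, 50 nM peptide and 10 ug/mL streptavidin donor plus Ni-chelate acceptor beads.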
The depositor's hits bear a star; ? = inconclusive; . = not tested or not shown; & = joins results of further samples; [ ] = dose if it differs, or a comment. Calls follow the shape of the dose curve; as a rule, active = well fitted curve in the direction sought with a large enough effect; inconclusive = small, poorly fitted or top-dose-only effect, or another doubt; inactive = no such curve, though single readings can be large; an effect the other way counts as inactive or inconclusive. Potency is read from the fitted curve at half-maximal effect. Some of the compounds tested; the hit share may differ from the screen's.

SMILES	POLI inh	Pol eta inh	POLB inh	APEX1 inh	JMJD2A Tudor inh	Pol kappa inh	G9a block	BLM helicase inh	BAZ2B inh
COc1ccc(N2CCN(CCCNC(=O)CN3CCN(Cc4ccccc4C)C3=O)CC2)cc1	?	-9%	0%	-1%	?	2%	?	-13%	32µM*
COc1ccc(C(=O)NC2CCSc3ccccc32)cc1 (stereo not given)	10%	5%	-1%	31%	-7%	0%	20%	-1%	-20%
Cc1oc(-c2ccccc2)nc1CS(=O)CC(=O)NC1CCCC1 (stereo not given)	18%	-6%	-1%	0%	-18%	0%	.	0%	-1%
CC(=O)Nc1cccc(OCC(=O)NC(C)c2ccc3ccccc3c2)c1 (stereo not given)	23%	-2%	3%	15%	-27%	-6%	-5%	1%	-2%
[O-]/C(=C(\C(=S)Nc1ccc(SC(F)F)cc1)[n+]1ccccc1)c1ccc(Cl)cc1Cl	-9%	-24%	-2%	-6%	?	-1%	35µM*	-8%	?
COc1ccc(C2=NOC(Cn3nc(-c4ccccc4)cc3C(=O)NCc3cccc(C(F)(F)F)c3)C2)cc1 (stereo not given)	-3%	-7%	.	-11%	6%	7%	.	.	.
CN(C)c1ccc(CNC(=O)CCS(=O)(=O)c2ccc3c(c2)oc(=O)n3C)cc1	-27%&-4%	-14%&-5%	2%&5%	-6%	3%&-28%	1%&3%	?	-5%&1%	-11%
Cc1ccc(/C=N/NC(=O)Cn2nc(C)c(Br)c2C)o1	-4%	-7%	1%	0%	-3%	-15%	?	-2%	1%
CC(=O)Nc1ccc(S(=O)(=O)N(C)CC(=O)OC(C)C(=O)N(C)C2CCCCC2)cc1 (stereo not given)	-8%	-2%	16%	3%	-15%	-8%	.	-2%	-5%
O=[N+]([O-])C(=c1ccc2c(c1)N1C3=C(CCCC3)CC3CCCCC31N=2)[N+](=O)[O-] (stereo not given)	.	.	40µM*	17%	.	.	.	-14%	45µM*
CCOC(=O)C1CCCN(c2nc3c(S(=O)(=O)c4ccc(Br)cc4)nnn3c3ccsc23)C1 (stereo not given)	4%	13%	1%	.	89µM*	4%	-15%[59 µM]	-2%	-9%
CC(=O)c1ccc(N2CCN(C(=O)CS(=O)(=O)c3cccc4nsnc34)CC2)cc1	-20%	-6%	2%	.	-18%	-1%[60.1 µM]	-2%[59 µM]	3%	-3%
CCOc1ccccc1CNc1ccc(O)cc1	7.1µM*	50µM*	3%	-19%	56µM*	-15%	-137%[59 µM]	28µM*	35µM*
O=C(NCc1ccco1)C1CCN(S(=O)(=O)c2ccccc2C(F)(F)F)CC1	-13%	-7%	.	-11%	4%	9%	12%[12.7 µM]	.	5%
Cc1ccccc1CNC(=O)C(=O)NCC1OCCCN1S(=O)(=O)c1cccs1 (stereo not given)	15%	3%	?	9%	-12%	-6%	.	-2%	-12%
CCC(=O)N(Cc1ccco1)Cc1cc2cccc(C)c2n2nnnc12	5%	9%	38%	-5%	-12%	-15%	11%	0%	-16%
COc1c(Cl)cnn(-c2ccccc2)c1=O	0%	-5%	26%	2%	-11%	-20%	21%[59 µM]	4%	-3%
CC(=O)N1CCc2c(sc3c2c(=O)n(-c2ccccc2Cl)c(=O)n3Cc2cccc(C)c2)C1	12%	-25%	-18%	.	-31%	-1%[60.1 µM]	-31%[59 µM]	-8%	-31%
CCN(C(=O)Cc1cccs1)c1nnc(-c2cc(OC)c(OC)c(OC)c2)s1	5%	-5%	?	-1%	-20%	-6%	-45%[59 µM]	-9%	-25%
CN(C)S(=O)(=O)N1CCN(CC(=O)Nc2ccc(Br)cc2)CC1	16%	-7%	72%	21%	-5%	17%	-26%	-11%	-5%
Cc1ccn(C(=O)c2ccc(NC(=O)C3CCCCC3)cc2)n1	0%	-8%	13%	-1%	-10%	-15%	-6%	-3%	8%
CN(C)S(=O)(=O)c1cc(NC(=O)c2cc(=O)c3ccccc3o2)ccc1Cl	-5%	-18%	2%	7%	-29%	-15%	?	-13%	-18%
CC(C)C(NS(=O)(=O)c1ccc2c(c1)oc(=O)n2C)C(=O)NCCc1ccc(Cl)cc1 (stereo not given)	-6%	-11%	-3%	.	9%	-8%	7%[59 µM]	-2%	6%[57.1 µM]
CN(c1ccc(Br)cc1)S(=O)(=O)c1ccc2[nH]cc(C(=O)NCCN3CCOCC3)c(=O)c2c1	-9%	-2%	1%	27%	-31%	2%	?	2%	-26%
COc1ccc(NC(C)=O)cc1S(=O)(=O)Nc1ccccc1C(=O)NCCc1ccccc1	?	-20%	-24%	19%	-3%	-1%	3%	-5%	-25%
SMILES	POLI inh	Pol eta inh	POLB inh	APEX1 inh	JMJD2A Tudor inh	Pol kappa inh	G9a block	BLM helicase inh	BAZ2B inh
COc1ccc(C)cc1-n1nnnc1SCc1nc2ccccc2c(=O)[nH]1	161%[activator]	9%	-2%	-5%	-1%	-6%	-44%	-12%	38%[activator]
COc1cccc(C(=O)n2nc(-c3ccco3)nc2NCc2cccs2)c1	22%	-20%	13%	.	4%	8%	-48%[59 µM]	4%	-5%
CCNC(=O)CN(CCc1ccccc1)S(=O)(=O)c1ccc(OC)cc1	15%	-7%	20%	0%	-12%	-4%	-9%[12.7 µM]	0%	-4%
CCCCNC(=O)NNC(=O)c1ccoc1C	-6%	-11%	-1%	-3%	-9%	-1%	?	1%	-36%
CCOC(=O)CCCSc1nc2sc3c(c2c(=O)[nH]1)CCC3	23%	4%	-12%	-1%	15%	-9%	-9%	0%	-1%
COc1ccccc1CNC(=O)CSc1ncc(C(=O)Nc2ccccc2)c(=O)n1C	42%[activator]	2%	.	-10%	-10%	-1%	-6%	.	-6%
O=c1[nH]cnc2c1sc1nc3c(c(-c4ccc(Cl)cc4)c12)CCC3	19%	?	11%	2%	1%	-14%	-4%[59 µM]	-1%	1%
Cc1ccc(N(Cc2ccco2)C(=O)c2cccc(S(=O)(=O)N(C)C)c2)cc1	12%	-23%	-3%	-5%	-29%	-11%	-22%[12.7 µM]	-6%	-34%
O=S(=O)(NCc1ccc(F)cc1)c1cc(Br)ccc1Br	-15%&-66%	-23%	.	-7%	9%	-4%&-34%	16%[2.33 µM]	.	24%
Cc1ccc(F)cc1NCC(=O)Nc1ccc(Cl)cc1F	-2%	-5%	11%[57.1 µM]	12%	-2%	-6%	25%	-1%	-2%
CSc1nc(N)nc(-c2cccs2)c1C#N	21%	-10%	15%	-3%	-6%	-7%	21%	-4%	1%
COc1ccc(CCNC(=O)c2c(C)oc3ncnc(N4CCOCC4)c23)c(OC)c1	31%[activator]	-13%	18%	.	-9%	1%	-4%[59 µM]	-6%	5%[57.1 µM]
CN(C)c1ncnc2ccc(-c3cccc(NS(C)(=O)=O)c3)cc12	.	.	.	-4%	.	-1%[60.1 µM]	15%[0.501 µM]	-2%	.
COc1ccc(NC(=O)Cn2c(=O)n(CC(=O)NCc3ccco3)c(=O)c3ccccc32)cc1	11%	10%	12%	4%	-16%	-15%	10%	-1%	6%
O=C(CSc1nc2ccccc2[nH]1)N1CCCCC1	-7%[58.9 µM]	-5%	4%	-3%	-1%	8%	-34%[12.7 µM]	-1%	-5%
O=C(COc1ccc(Br)cc1)Nc1cc(S(=O)(=O)N2CCCCC2)ccc1N1CCCCC1	174%[activator]	-21%	33%	3%	-14%	-9%	-7%[59 µM]	-3%	0%
CC(NC(=S)NNS(=O)(=O)c1ccc(C(C)(C)C)cc1)c1ccccc1 (stereo not given)	1%	-12%	-5%	-3%	-26%	6%	-41%	-10%	?
CCCN(CCC)C(=O)CC(c1ccccc1)c1ccco1 (stereo not given)	180%[activator]	-19%	-1%	-1%	-6%	-5%	.	-21%	-26%
Cc1ccccc1OCC(O)CN1CCN(CCN2C(=O)c3cccc4cccc(c34)C2=O)CC1 (stereo not given)	-7%	-21%	-26%	?	?	-7%	79µM*	115%[activator]	?
Cc1c(CCC(=O)O)c(=O)oc2cc3occ(-c4ccc(F)cc4)c3cc12	?	16%	?	-5%	-6%	-22%	-6%[12.7 µM]	3%	-1%
COc1cc(C(=O)NCc2cn3cccc(C)c3n2)cc(OC)c1OC	9%	-12%	11%	6%	-4%	2%	15%	1%	-4%
Cc1ccc(Oc2nn[nH]n2)cc1	?	7%	25%	-5%	-22%	-14%	13%[59 µM]	0%	?
O=C(CSCc1ccc(Cl)c(Cl)c1)Nc1c[nH]c(=O)[nH]c1=O	9%	?	1%	3%	-10%	0%	3%[59 µM]	-7%	5%
Cc1cc(C)nc(SC(C)CNS(=O)(=O)c2ccccc2)n1 (stereo not given)	19%	-18%	2%	-4%	11%	-2%	-21%	0%	.
Cc1cccc(C(=O)NC2CC3CCCC(C2)N3Cc2ccccc2)c1 (stereo not given)	13%	2%	28%	5%	1%	-7%	15%	-1%	2%
O=C(CN1C(=O)COc2ccc(Cl)cc21)Nc1cccc(C(=O)O)c1	13%	-19%	4%	.	-15%	-22%	0%[59 µM]	2%	3%

An excerpt from above in order of molecular weight, smallest number first.
SMILES	POLI inh	Pol eta inh	POLB inh	APEX1 inh	JMJD2A Tudor inh	Pol kappa inh	G9a block	BLM helicase inh	BAZ2B inh
COc1c(Cl)cnn(-c2ccccc2)c1=O	0%	-5%	26%	2%	-11%	-20%	21%[59 µM]	4%	-3%
Cc1ccc(F)cc1NCC(=O)Nc1ccc(Cl)cc1F	-2%	-5%	11%[57.1 µM]	12%	-2%	-6%	25%	-1%	-2%
CN(C)c1ncnc2ccc(-c3cccc(NS(C)(=O)=O)c3)cc12	.	.	.	-4%	.	-1%[60.1 µM]	15%[0.501 µM]	-2%	.
O=S(=O)(NCc1ccc(F)cc1)c1cc(Br)ccc1Br	-15%&-66%	-23%	.	-7%	9%	-4%&-34%	16%[2.33 µM]	.	24%
